Bioassay records deposited in PubChem BioAssay by several laboratories.
cardiac RTF act = increases calcium sensitivity of human cardiac regulated thin filaments; activation, % at 7.2 µM; AID 493008; IANBD-labeled TnC RTF fluorescence at EC20 calcium; 0% EC20 calcium, 100% full calcium; 340,000 compounds, 0.24% hits;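 active = activation above the mean over all tested compounds plus 3 SD, cut at about 30% in these data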;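 note: rise in fluorescence read as greater calcium sensitivity of cardiac thin filaments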
Mot1-301 SUMO = SUMOylation pathway inhibition by Mot1-301 growth rescue. S. cerevisiae Mot1-301 growth rescue, ATP luminescence, 38.5C; percent above DMSO median, 100 means doubled. growth rescue, % at 18.8 µM. 320,000 compounds, 1% hits. AID 2716;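 active = every valid replicate shows activation above 250% relative to neutral control wells; inactive = the rest, any valid replicate at or below 250%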;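 note: OY570 slx delta 5 strain wells were the positive control but not used for scaling; some compounds called inactive have numbers as strong as hits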
C-LANA FP = KSHV C-LANA DNA binding inhibition | MBP-C-LANA/FAM-LBS DNA binding, fluorescence polarization | inhibition, % at 9 µM | 340,000 compounds, 0.078% hits | AID 504423;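 active = highest replicate inhibition at or above 60% at 9 µM, even if other replicates fall short; inactive = all replicates below 60% inhibition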;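 note: 0% = neutral control wells and 100% = 4 µM acridine orange control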
Cardiac RTF inh = cardiac RTF calcium desensitization. AID 493244. P19429+P45379. inhibition, % at 7.15 µM. 340,000 compounds, 0.12% hits. IANBD-labeled cardiac RTF, Ca2+ fluorescence;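 active = inhibition above the mean inhibition of all tested compounds plus 3 SD, cut at about 17% in these data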;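 note: assay run at fixed EC70 calcium of 1.6 mM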
NSD2 inh = NSD2 (human) methyltransferase inhibition. O96028. NSD2 peptide methylation, AlphaScreen, 120 min. inhibition, % at 12.5 µM. 310,000 compounds, 0.54% hits. AID 743445; in the data active = inhibition above about 50%
CDK5 inh = blocks human CDK5/p35 kinase activity | Q00535+Q15078 | Recombinant CDK5/p35, ADP-Glo luminescence, 60 min | inhibition, % at 10 µM | 330,000 compounds, 0.01% hits | AID 488839;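 active = highest replicate inhibition of at least 50% and at least 75% of replicates reaching 50%; inconclusive = only one of the two criteria met; inactive = both criteria failed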;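 note: plate controls were DMSO neutral control for no effect and GW8510 at 10 µM for full effect; many of its hits are not listed in these tables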
Target sequence (Q00535 whole entry, looked up): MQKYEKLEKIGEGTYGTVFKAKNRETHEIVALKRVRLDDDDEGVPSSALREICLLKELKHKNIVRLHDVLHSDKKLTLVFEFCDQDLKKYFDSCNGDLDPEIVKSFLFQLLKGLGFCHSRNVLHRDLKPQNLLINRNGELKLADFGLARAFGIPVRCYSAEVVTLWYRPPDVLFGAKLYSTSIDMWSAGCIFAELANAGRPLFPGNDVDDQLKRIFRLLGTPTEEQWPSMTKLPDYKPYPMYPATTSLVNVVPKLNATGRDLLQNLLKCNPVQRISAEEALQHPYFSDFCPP
Target sequence (Q15078 whole entry, looked up): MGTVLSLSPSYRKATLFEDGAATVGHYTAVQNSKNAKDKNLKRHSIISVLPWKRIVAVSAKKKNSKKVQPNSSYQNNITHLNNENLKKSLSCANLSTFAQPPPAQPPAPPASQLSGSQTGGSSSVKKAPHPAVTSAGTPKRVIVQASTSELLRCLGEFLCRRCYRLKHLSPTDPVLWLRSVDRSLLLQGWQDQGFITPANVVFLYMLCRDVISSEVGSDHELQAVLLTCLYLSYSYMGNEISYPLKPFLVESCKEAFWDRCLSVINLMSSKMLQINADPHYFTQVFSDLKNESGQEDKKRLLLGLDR
PfHsp90 yeast 2 = reduces growth (ATP signal) of yeast expressing P. falciparum Hsp90. AID 504621. S. cerevisiae expressing PfHsp90, BacTiter-Glo ATP, 48 h; yeast lacking PDR1 and PDR3 efflux regulators. inhibition, % at 9.4 µM. 310,000 compounds, 0.32% hits;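 active = every replicate shows inhibition above about 80%, whatever the replicate mean, limit read from the data; inconclusive = mean inhibition reaches the set limit but some replicate falls short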;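 note: 0% = DMSO neutral controls and 100% = 20 µM radicicol positive controls; yeast relying on Plasmodium falciparum Hsp90 in place of its own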
Rtt109 Vps75 = blocks Candida albicans Rtt109/Vps75 acetyltransferase activity | 330,000 compounds, 0.16% hits | inhibition, % at 34.9 µM | AID 540336 | Q5AAJ8 | purified Rtt109/Vps75, ThioGlo CoA-SH fluorescence, 4 h;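 active = inhibition of at least 50% in every replicate; inconclusive = best replicate reaches 50% inhibition but some replicates fall short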
Target sequence (Q5AAJ8 whole entry, looked up): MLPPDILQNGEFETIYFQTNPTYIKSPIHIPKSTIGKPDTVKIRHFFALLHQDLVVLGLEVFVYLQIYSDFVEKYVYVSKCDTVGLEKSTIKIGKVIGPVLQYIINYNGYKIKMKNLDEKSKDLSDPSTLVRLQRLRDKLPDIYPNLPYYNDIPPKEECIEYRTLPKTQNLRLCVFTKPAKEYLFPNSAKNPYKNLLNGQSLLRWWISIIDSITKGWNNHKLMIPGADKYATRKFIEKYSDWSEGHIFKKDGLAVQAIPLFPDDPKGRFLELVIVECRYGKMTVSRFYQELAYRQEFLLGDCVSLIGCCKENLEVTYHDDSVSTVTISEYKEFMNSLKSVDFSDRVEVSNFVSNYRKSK
Keap1-Nrf2 PPI = disrupts human Keap1 binding to Nrf2 peptide | Q14145 | Keap1 Kelch-Nrf2 peptide fluorescence polarization, 1536-well | inhibition, % at 9.4 µM | 340,000 compounds, 0.15% hits; in the data active = inhibition above about 12%; inconclusive = no clear call, values can overlap the other calls; inactive = below about 7.3%;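 note: human Keap1 Kelch domain with fluorescein labeled Nrf2 9mer peptide probe; 0% = neutral control wells and 100% = peptide positive control; higher means more block of Keap1 binding to Nrf2 peptide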
PvdQ inh = blocks Pseudomonas aeruginosa PvdQ acylase activity; purified PvdQ acylase, fluorescence plate reader; inhibition, % at 10 µM; 340,000 compounds, 0.063% hits; in the data active = inhibition above about 30%, passing the limit was not always enough; inconclusive = no clear call, values can overlap the other calls;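 note: 0% = vehicle neutral wells and 100% = reference inhibitor wells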
dFosB activator = enhances mouse delta FosB homodimer DNA binding; purified delta FosB, TAMRA-CDK5 oligo fluorescence polarization; percent of positive-control signal above neutral wells; activation, % at 25 µM; P13346; 340,000 compounds, 0.99% hits;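 active = mean activation above about 17%, with every replicate also reaching it, limit read from the data, passing the limit was not always enough; inconclusive = only one of the two conditions met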;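 note: fluorescence polarization rise as delta FosB binds a TAMRA Cdk5 AP-1 oligo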
* hit, by the source's call; ? = inconclusive; / = not tested or not shown. Not a hit list; about 3.2% have a hit in one of these screens.

cpd	Compound	cardiac RTF act	Mot1-301 SUMO	C-LANA FP	Cardiac RTF inh	NSD2 inh	CDK5 inh	PfHsp90 yeast 2	Rtt109 Vps75	Keap1-Nrf2 PPI	PvdQ inh	dFosB activator
1	N#Cc1ccccc1OCC(=O)OCC(=O)c1ccc[nH]1	6	-4	0.4	-12	0	0.7	12	12	4	-2	5
2	CCC1(C)Cc2ccccc2C(=O)N1 (centres undefined)	6	-5	0.4	5	-1	0.0	-16	-18	5	-4	-7
3	O=C(Nc1ncccc1O)c1ccc2c(c1)OCO2	2	-10	-0.6	1	2	1.6	25	1	4	-7	7
4	CN(c1ccc(OCc2ccc([N+](=O)[O-])cc2)cc1)S(=O)(=O)c1ccccc1	-1	11	-0.7	-6	2	-1.9	-33	-7	4	-4	-5
5	C=CCn1c(NCc2ccccc2O)nc2ccccc21	-6	-4	0.0	3	-3	-0.9	-26	4	0	-9	1
6	C/C(=N\Nc1ccc([N+](=O)[O-])cc1[N+](=O)[O-])c1ccc(-n2nncc2C(C)(C)C)cc1	0	22	0.2	5	-2	0.7	3	-1	0	-7	-6
7	CS(=O)c1ccccc1COC(=O)Nc1ccccc1 (centres undefined)	-2	1	0.6	6	10	-0.6	-17	20	3	2	3
8	Cc1ccc(Cn2c(C)c3cnn(CC(=O)NCc4ccccn4)c(=O)c3c2C)cc1	4	-18	-0.9	1	/	1.6	21	5	-4	-8	2
9	Cc1nn(C)cc1CNC(=O)CCC(=O)O	12	-11	-2.1	-3	-2	-1.2	-19	2	2	-5	-15
10	COC(=O)c1ccc(-c2ncc(-c3cccc4ccccc34)o2)cc1	4	-14	1.5	-7	-4	2.9	-6	-2	-2	-26	-3
11	CC(OC(=O)c1cccc(S(=O)(=O)N2CCOCC2)c1)C(=O)NC1CCCCC1C (centres undefined)	2	4	0.2	0	0	0.7	-16	-5	-7	-14	-2
12	Cc1cc2ccccn2c1C(=O)c1nc(NCc2ccco2)ncc1Cl	-4	83	-0.4	-3	2	-1.9	5	/	-3	-15	-1
13	CCOc1c(Cl)cc(C(=O)Nc2ccccc2-c2ccccc2)cc1Cl	-3	-10	2.0	-11	-4	0.8	-1	8	4	-10	-9
14	C=CCNC(=O)Cn1nnc(-c2ccc(-c3ccc(OC)cc3)cc2)n1	0	5	-1.3	3	3	-2.3	6	4	-5	6	2
15	COc1ccc2c(c1)CC/C(=C/c1ccncc1)C2=O	5	29	2.0	3	18	5.4	/	-10	-7	15	6
16	COC(=O)C1CCN(c2ccc([N+](=O)[O-])cc2)CC1	4	-5	1.3	-6	-1	0.0	19	-3	-1	21	2
17	Cc1ccc(CNC(=O)C2CCN(C(=O)Nc3ccccc3)CC2)cc1	1	2	1.2	9	-1	0.2	12	-10	-1	-5	4
18	CCOc1ccc(-n2cc(-c3ccc(OC)c(OC)c3)[nH]c2=S)cc1	2	-26	0.8	4	10	2.1	19	6	-1	4	0
19	N#Cc1nc(-c2cccc(Cl)c2)oc1N1CCC(C(N)=O)CC1	-4	6	1.3	0	4	-1.3	29	-3	-2	-21	-3
20	Cc1cccc(Nc2nc3c(c(=O)n(C)c(=O)n3C)n2CC(O)CO)c1 (centres undefined)	-5	-2	1.0	2	1	0.5	7	4	2	16	3
21	CCCOc1ccc(N2C(=O)CC(SCCN)C2=O)cc1 (centres undefined)	-1	-26	0.9	-6	-2	1.1	-20	-10	-3	-7	-4
22	O=C(Nc1nccs1)c1ccc(S(=O)(=O)NCc2cccs2)cc1	2	19	-0.4	-11	/	1.5	10	-1	-2	-1	-6
23	CCOc1ccc(/C=N/n2c(C)nc3ccccc3c2=O)cc1	-1	5	-1.5	-1	-2	1.2	15	-9	-7	-11	-1
24	CS(=O)(=O)c1ccc(-c2nnc(NC(=O)c3cccc(N4C(=O)CCC4=O)c3)o2)cc1	3	2	-1.2	0	0	1.0	-18	-1	3	-7	-2
25	Cc1oc2cc3c(C(=O)N4CCCCC4)c(C)oc3cc2c1C(=O)N1CCCCC1	4	3	1.7	-2	/	-0.5	-52	12	0	-7	6
26	O=C(NCCCNC(=O)c1cc(Cl)ccc1Cl)c1ccccn1	-2	-7	-1.3	-5	6	-0.1	5	15	-5	2	-5
27	CC(=O)c1ccc(NC(=O)c2ccc3c(c2)C(=O)N(c2ccccn2)C3=O)cc1	-3	3	1.2	-5	1	-4.8	27	6	-4	-3	-5
28	Cc1ccc(C)c(Nc2c([N+](=O)[O-])c(=O)oc3ccccc23)c1	8	-3	-1.1	-1	3	0.2	-7	-48	-4	-24	-5
29	O=C(CCc1nnc(-c2ccsc2)o1)N1CCc2c(Cl)cccc2C1	2	25	0.0	-7	0	-0.8	30	-3	0	-8	4
30	CCN(CC)C(=O)CN1CCN(c2ccccc2F)CC1	5	9	0.5	-8	-1	-0.2	-9	2	-5	-10	-7

Ordered by molecular weight (highest first): 8 of the compounds above
cpd	Compound	cardiac RTF act	Mot1-301 SUMO	C-LANA FP	Cardiac RTF inh	NSD2 inh	CDK5 inh	PfHsp90 yeast 2	Rtt109 Vps75	Keap1-Nrf2 PPI	PvdQ inh	dFosB activator
25	Cc1oc2cc3c(C(=O)N4CCCCC4)c(C)oc3cc2c1C(=O)N1CCCCC1	4	3	1.7	-2	/	-0.5	-52	12	0	-7	6
27	CC(=O)c1ccc(NC(=O)c2ccc3c(c2)C(=O)N(c2ccccn2)C3=O)cc1	-3	3	1.2	-5	1	-4.8	27	6	-4	-3	-5
22	O=C(Nc1nccs1)c1ccc(S(=O)(=O)NCc2cccs2)cc1	2	19	-0.4	-11	/	1.5	10	-1	-2	-1	-6
29	O=C(CCc1nnc(-c2ccsc2)o1)N1CCc2c(Cl)cccc2C1	2	25	0.0	-7	0	-0.8	30	-3	0	-8	4
20	Cc1cccc(Nc2nc3c(c(=O)n(C)c(=O)n3C)n2CC(O)CO)c1 (centres undefined)	-5	-2	1.0	2	1	0.5	7	4	2	16	3
28	Cc1ccc(C)c(Nc2c([N+](=O)[O-])c(=O)oc3ccccc23)c1	8	-3	-1.1	-1	3	0.2	-7	-48	-4	-24	-5
21	CCCOc1ccc(N2C(=O)CC(SCCN)C2=O)cc1 (centres undefined)	-1	-26	0.9	-6	-2	1.1	-20	-10	-3	-7	-4
30	CCN(CC)C(=O)CN1CCN(c2ccccc2F)CC1	5	9	0.5	-8	-1	-0.2	-9	2	-5	-10	-7

Other entries follow:
cpd	Compound	cardiac RTF act	Mot1-301 SUMO	C-LANA FP	Cardiac RTF inh	NSD2 inh	CDK5 inh	PfHsp90 yeast 2	Rtt109 Vps75	Keap1-Nrf2 PPI	PvdQ inh	dFosB activator
31	COc1ccc(N(C(=O)c2snc(C(N)=O)c2N)C(C(=O)NC2CCCC2)c2cc(OC)ccc2OC)c(OC)c1 (centres undefined)	3	-2	1.3	2	3	0.5	-10	-2	6	11	-11
32	O=C1C=CC(=O)N1N(c1ccccc1)c1ccccc1	1	-31	0.1	7	3	2.8	96*	7	-2	0	1
33	CC(C)OC(=O)c1cccnc1N1CCN(c2ccc(F)cc2)CC1	-5	275	0.4	1	-4	-0.6	-8	4	-5	-11	1
34	O=C(CSc1ccc(-c2ccco2)nn1)NC1CCCC1	-2	0	-0.2	2	-3	0.9	-7	0	1	-7	-5
35	CCOC(=O)COc1cc([N+](=O)[O-])cc2cccnc12	2	-17	-1.5	-3	-3	-0.6	-4	-11	-1	4	-5
36	COc1ccc(S(=O)(=O)Nc2cc(C)on2)cc1OC	5	14	1.3	-11	1	-0.5	-1	-7	-2	-11	0
37	Cn1c2ccccc2c(=O)c2c(=O)n(Cc3ccccc3)c(-c3ccc(F)cc3)nc21	-2	-4	6.4	1	-3	-0.9	-6	11	7	1	2
38	Cc1oc(-c2ccccc2Cl)nc1CS(=O)CC(=O)NCc1ccco1 (centres undefined)	-3	4	6.1	-2	5	-0.6	-4	-1	-4	2	-2
39	CCOCCCN(C(=O)Nc1ccc(CC)cc1)C1CCN(C(C)=O)CC1	3	-10	2.2	-3	-6	-2.6	18	2	-3	-11	3
40	O=S(=O)(c1ccccc1)N1CCN(c2nnnn2-c2ccccc2)CC1	4	-22	0.0	1	4	-0.2	9	0	3	-3	?
41	CCOC(=O)Nc1cccc(OCC(=O)Nc2ccc(OC)cc2OC)c1	-1	21	4.8	-24	-1	0.8	-16	-9	0	9	-7
42	O=C(Nc1ccc(N2CCN(C(=O)c3ccccc3F)CC2)cc1)c1cncc(Br)c1	2	-10	-1.4	-3	7	-0.1	4	27	1	-7	-3
43	NC(=O)c1ccccc1Br	14	-13	0.4	1	/	2.2	-2	-3	-4	-13	-3
44	Cc1cc(C)cc(N(CCC(=O)Nc2nnc(C)s2)S(=O)(=O)c2ccc(Cl)cc2)c1	-2	-10	-0.5	15	-2	-1.2	-9	-1	1	-2	-10
45	CSCC[C@H](NC(=O)C1CCN(C(=O)[C@H](Cc2ccccc2)NS(=O)(=O)c2ccc(C)cc2)CC1)C(=O)O	1	-6	2.8	-7	-1	0.1	-13	11	0	-8	-2
46	COC(=O)c1cc(S(=O)(=O)N2CCN(c3ccccc3)CC2)c[nH]1	0	-3	-0.1	1	/	0.2	9	-16	1	-7	0
47	COc1ccccc1NC(=O)C1CCCN(C(=O)Nc2ccc(F)cc2)C1 (centres undefined)	-4	1	-0.9	2	1	-0.2	-6	-2	1	3	5
48	CCCCn1c(C(C)NC(=O)CC)nc2ccccc21 (centres undefined)	3	181	0.0	-9	/	0.9	6	-5	0	-17	7
49	Nc1ccccc1SSc1ccccc1N	5	8	-0.6	-7	/	2.5	67	-1	-4	-11	3
50	COc1ccc2[nH]c3c(c2c1)CCN1C(=O)C(CC(=O)NCc2ccco2)C[C@H](C(=O)N2CCCCC2)[C@@]31C (some centres undefined)	-5	/	0.7	-10	/	-1.8	12	-3	4	-10	-5
51	CN(C)c1ccc(CNc2ccccn2)cc1	-5	10	-3.5	-4	8	0.9	-3	-5	3	6	3
52	CC(=O)c1cccc(-n2nnnc2SCC(=O)Nc2ccccc2N2CCCCC2)c1	3	72	-0.9	0	/	-1.7	-1	19	-3	1	-8
53	CC(C(=O)N1CCc2ccccc2C1)N(c1ccccc1)S(C)(=O)=O (centres undefined)	6	-6	2.0	-7	11	-1.3	8	-10	-2	-16	1
